IL-1B inflam inh: qHTS for Inhibitors of Inflammasome Signaling: IL-1-beta AlphaLISA Primary Screen; THP-1 LPS/ATP IL-1B secretion, AlphaLISA, 16 h; active compounds read low; activity change, % at 57.5 µM; hit rate 4.7% among 360,000; in the data active = activity change below about -50%; inconclusive = mostly about -30% to -49%; note: % is set by controls: 0 for no effect and ±100 for the full control effect
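Secreted IL-1B measured by AlphaLISA bead assay after 16 h compound exposure of THP-1 cells; compounds (final up to 57.5 uM) added 1 h before LPS (250 ng/mL) and ATP (1.25 mM) stimulation; lower signal means less secretion.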
MCF10A rereplic: A quantitative high throughput screen for small molecules that induce DNA re-replication in MCF 10a normal breast cells. MCF 10A DNA re-replication, Hoechst nuclear intensity, 48 h. Potency, µM (titrated, usually from 46.1 µM), inactives show top-dose activity, positive = re-replication, usual class: activators. hit rate 2.9% among 350,000. AID 624296, 2012; note: potency is the fitted concentration of half-maximal effect; % of control where 0% means no effect; nearly all actives have a fitted effect of over 50% in size
SW480 rereplic: A quantitative high throughput screen for small molecules that induce DNA re-replication in SW480 colon adenocarcinoma cells; SW480 DNA re-replication, Hoechst DNA content imaging, 48 h; Potency, µM (top dose mostly 46.1 µM), without a hit: at the highest dose re-replication activation, actives largely listed as activators; hit rate 1.8% among 340,000; AID 624297, 2012; note: potency is the fitted concentration of half-maximal effect; % of control where 0% means no effect; nearly all actives have a fitted effect of over 55% in size
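Readout is total intensity of Hoechst-stained nuclei, excited at 405 nm and collected at 500-530 nm. Compound treatment lasted 48 hr at 37 C in 5% CO2 before staining.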
KB-V1 cytotox: qHTS assay for MDR1-selective chemotherapeutics: Primary screen using the drug-selected MDR subline cells KB-V1. KB-V1 MDR cells viability, CellTiter-Glo, 72 h. Potency, µM (titrated, usually from 46.1 µM), for the others: at the highest dose activity change, negative = cytotoxicity, most hits filed as cytotoxic. hit rate 3.4% among 400,000. AID 1347076, 2019; note: potency is the fitted concentration of half-maximal effect; % is set by controls: 0 for no effect and ±100 for the full control effect; nearly all actives have a fitted effect of over 60% in size
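Luminescent ATP read-out (CellTiter-Glo, 10 min) measures survival of drug-selected KB-V1 MDR cells after 72 h, 37 degrees C compound exposure. Medium: phenol-red-free DMEM, 10% FBS. Values from fitted concentration-response curves.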
D3 ag: qHTS of D3 Dopamine Receptor Agonist: qHTS | D3R DiscoveRx beta-arrestin cells, luminescence, 90 min | hit rate 0.58% among 410,000 | max activation, %; in the data active = max activation above about 30%; note: 0% is about no effect; mostly tested at two doses, the higher about 12 µM
Target sequence (P35462 whole entry, looked up): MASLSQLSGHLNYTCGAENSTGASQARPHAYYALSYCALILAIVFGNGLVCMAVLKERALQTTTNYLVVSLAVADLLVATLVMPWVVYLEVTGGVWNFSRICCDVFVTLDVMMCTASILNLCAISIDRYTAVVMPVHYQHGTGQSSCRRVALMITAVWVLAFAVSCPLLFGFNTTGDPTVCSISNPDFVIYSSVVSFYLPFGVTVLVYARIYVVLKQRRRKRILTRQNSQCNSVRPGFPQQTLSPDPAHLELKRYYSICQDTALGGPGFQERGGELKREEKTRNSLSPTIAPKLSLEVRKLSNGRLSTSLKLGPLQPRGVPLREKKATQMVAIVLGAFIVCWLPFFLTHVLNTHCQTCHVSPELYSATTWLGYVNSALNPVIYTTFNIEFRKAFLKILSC
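Agonist mode: compounds and dopamine controls were applied to plated cells for 90 min at 37 degrees C after an overnight attachment at 1500 cells/well. Luminescent read-out followed 30 - 60 minutes at room temperature with DiscoveRx detection reagent.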
HT1080 IDH1KD tx: qHTS for induction of synthetic lethality in tumor cells producing 2HG: qHTS for the HT-1080-IDH1KD cell line. HT-1080 IDH1 knockdown viability, ATP luminescence, 48 h. Potency, µM (highest dose often 46.1 µM), without a hit: at the top dose activity, negative = toxicity, usual class: cytotoxic. hit rate 2% among 360,000;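 note: potency is the fitted concentration of half-maximal effect; 0% = DMSO wells and -100% = cell-free medium wells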
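Knockdown cells (IDH1KD HT-1080) received compounds 2 h after plating at 750 cells/well and were kept 48 h at 37 °C in 5% FBS RPMI. A CellTiter-Glo luminescence read gave % activity for curve fitting.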
KB-3-1 tox: qHTS assay for MDR1-selective chemotherapeutics: Primary screen using the parental adenocarcinoma cell KB-3-1 | Potency, µM (series often up to 46.1 µM), for inactives: at the top dose activity change, negative = cytotoxic, most hits filed as cytotoxic | KB-3-1 viability, CellTiter-Glo ATP luminescence, 72 h | hit rate 1.4% among 400,000; note: potency is the fitted concentration of half-maximal effect; % is set by controls: 0 for no effect and ±100 for the full control effect; nearly all actives have a fitted effect of over 60% in size
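Luminescent ATP read-out (CellTiter-Glo) measures survival of drug-naive KB-3-1 cells after 72 h compound exposure at 37 °C. Titration series was screened from lowest to highest concentration, with DMSO vehicle plates as background controls.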
HT1080-NT tox: qHTS for induction of synthetic lethality in tumor cells producing 2HG: qHTS for the HT-1080-NT fibrosarcoma cell line | HT-1080-NT fibrosarcoma viability, CellTiter-Glo ATP luminescence, 48 h | Potency, µM (top dose mostly 46.1 µM), for the others: top-dose activity, negative = less viability, hits mostly cytotoxic | hit rate 1.6% among 360,000 | AID 686970, 2013;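 note: NT is the 2HG producing partner of a matched IDH1 knockdown line; potency is the fitted concentration of half-maximal effect; 0% = DMSO-treated cells and -100% = media-only wells without cells; nearly all actives have a fitted effect of over 55% in size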
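Read-out is CellTiter-Glo luminescence after 10 minutes at room temperature, following 48 hours' compound treatment of HT-1080-NT cells (750 cells/well, RPMI, 5% FBS, 37 degrees C).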
HEK293 tox: qHTS of GLP-1 Receptor Inverse Agonists: Cytotox Screen. hit rate 0.13% among 410,000. AID 624418, 2012. HEK293 cAMP-luciferase reporter cells, luminescence, 24 h. Potency, µM (titrated, usually from 38.3 µM), for inactives: at the top dose activity change, negative = inhibition, hits mostly inhibitors;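 note: loss of luciferase light is scored as toxicity; potency is the fitted concentration of half-maximal effect; % is set by controls: 0 for no effect and ±100 for the full control effect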
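Quantitative HTS format, 1536 wells, 200 cells/uL seeded. Compounds: 23 nL, 24 h, 37 °C. Detection: luciferase reagent, luminescence at 12 min RT; decreased signal taken as cytotoxic.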
The depositor's hits bear a star; ? = inconclusive; . = not tested or not shown; [ ] = remark or other dose. Unless noted, calls come from the whole dose curve; as a rule, active = well fitted curve in the direction sought with a large enough effect; inconclusive = small, poorly fitted or top-dose-only effect, or another doubt; inactive = no such curve, though single readings can be large; an effect the other way counts as inactive or inconclusive.

canonical_smiles	IL-1B inflam inh	MCF10A rereplic	SW480 rereplic	KB-V1 cytotox	D3 ag	HT1080 IDH1KD tx	KB-3-1 tox	HT1080-NT tox	HEK293 tox
CCOC(=O)N1CCN(C(=O)Cn2ncc3ccccc32)CC1	13.3	?	2.2%	-7.4%	-5.6	-0.7%	1.3%	0.7%	-3.3%
Cc1[nH]c(C(=O)O)c(C#N)c1C(=O)c1ccccc1	11.2	0.0%	-5.1%	?	1.6	10.4%	-3.9%	17.5%	-10.6%
O=c1[nH]c2cnccc2n1-c1ccccc1	18.3	1.4%	0.9%	-6.8%	-10.0	-5.2%	-2.6%	-7.1%	-2.5%
CCOc1ccccc1NC(=O)CSc1nc2c(oc3ccccc32)c(=O)n1Cc1ccco1	.	.	.	0.8%	-8.1	.	4.1%	.	4.2%
CC(=O)N1CCN(CC(=O)Nc2ccccc2Sc2ccccc2)CC1	0.0	18.6%	0.0%	?	3.3	0.9%	0.0%	-2.9%	65.6%[activator]
Cc1ccc(-n2ncc3c(=O)n(CC(=O)N4CCN(c5ccccc5F)CC4)cnc32)cc1C	15.2	?	2.7%	13.5%	-8.7	-6.6%	-5.9%	-0.6%	4.0%
Cc1ccc(S(C)(=O)=NC(=O)c2cc(C)on2)cc1 (stereo not drawn)	-5.0	-2.5%	-7.0%	6.0%	1.8	-1.0%	-0.9%	8.4%	1.5%
Cn1c(SCC(=O)OC2CCCCC2)nnc1-c1ccc(S(=O)(=O)N2CCCC2)cc1	12.6	3.0%	-2.4%	-8.4%	0.7	-0.3%	9.0%	-1.5%	2.7%
Cc1ccc(C(=O)O)cc1NS(=O)(=O)c1ccc2c(c1)oc(=O)n2C	26.9	2.4%	7.1%	0.2%	7.0	5.0%	12.5%	14.7%	1.8%
O=C(Nc1ccc(F)cc1)c1cc(-c2ccccc2)no1	1.5	-1.7%	5.1%	7.0%	0.8	7.9%	-1.0%	7.1%	-1.1%
CCOC(=O)NC1=NCC(C)S1 (stereo not drawn)	-11.4	-8.1%	-2.9%	-7.8%	0.1	8.5%	3.9%	1.5%	-0.8%
CCOC(=O)[C@H]1[C@H]2COc3ccc(Cl)cc3[C@@H]2N2C(=O)c3cc(Cl)ccc3NC(=O)[C@@]12C	-18.2	-19.0%	-2.6%	?	-22.1	-27.5%	?	-21.1%	?

Entries shown so far containing fluorine, in the order listed:
canonical_smiles	IL-1B inflam inh	MCF10A rereplic	SW480 rereplic	KB-V1 cytotox	D3 ag	HT1080 IDH1KD tx	KB-3-1 tox	HT1080-NT tox	HEK293 tox
Cc1ccc(-n2ncc3c(=O)n(CC(=O)N4CCN(c5ccccc5F)CC4)cnc32)cc1C	15.2	?	2.7%	13.5%	-8.7	-6.6%	-5.9%	-0.6%	4.0%
O=C(Nc1ccc(F)cc1)c1cc(-c2ccccc2)no1	1.5	-1.7%	5.1%	7.0%	0.8	7.9%	-1.0%	7.1%	-1.1%

Continued.
canonical_smiles	IL-1B inflam inh	MCF10A rereplic	SW480 rereplic	KB-V1 cytotox	D3 ag	HT1080 IDH1KD tx	KB-3-1 tox	HT1080-NT tox	HEK293 tox
Cc1ccc(C(=O)COC(=O)CN2C(=O)C3C4CC(C(Br)C4Br)C3C2=O)cc1 (stereo not drawn)	-4.8	-0.6%	7.3%	0.0%	0.3	16.1%	0.0%	?	-28.5%
O=C(O)c1ccc(CNCc2ccc(Cl)cc2)s1	.	.	.	?	-2.7	.	-7.8%	.	-4.6%
Cc1nc2ccccc2n1CCOc1ccc([N+](=O)[O-])cc1	-18.7	25.9%	0.5%	-9.9%	-5.0	-12.9%	-13.3%	-1.1%	6.8%
COc1cccc(NC(=O)c2c(C)nn(-c3ccccc3)c2Cl)c1	?	?	?	?	3.7	-9.6%	-2.1%	-1.1%	-6.0%
COc1ccc(CCNC(=O)C(=O)NCCC2CCCCN2S(=O)(=O)c2ccccc2)cc1 (stereo not drawn)	8.9	-3.0%	13.6%	?	-13.0	-27.0%	-28.7%	-12.7%	-8.0%
O=C(NCCCn1ccnc1)C1CCCN(S(=O)(=O)c2ccc(F)cc2)C1 (stereo not drawn)	-13.8	-1.2%	-5.4%	11.8%	1.1	-0.3%	2.0%	-2.2%	?
CCOc1ccc(CC(=O)NCC(=O)NCc2cc(=O)n(C)c(=O)n2C)cc1	3.4	-4.8%	-5.5%	?	1.3	2.3%	19.4%	14.9%	-1.2%
CCOC(=O)N1CCN(/C=C(\C#N)c2nc3ccccc3s2)CC1	15.3	?	1.3%	23.1µM*	-5.0	-3.3%	-25.8%	-18.9%	11.1%
C=C(C)CN(CC)C(=O)CCc1nnc(CCCc2ccccc2)o1	-2.5	0.4%	-0.7%	?	-0.1	0.0%	4.7%	-1.7%	-1.1%
Cc1cc(OCC(=O)OCC(=O)N2CC(C)CC(C)C2)ccc1Cl (stereo not drawn)	6.0	-8.4%	-10.5%	?	13.4	5.7%	14.7%	2.1%	-38.3%
COc1cc(-c2c(C#N)c(N)nc3c2c(C)nn3-c2ccc(C)c(C)c2)cc(OC)c1OC	-9.5	?	27.0%	-21.3%	60.0*	11.2µM*	?	?	8.3%
Cc1ccc2c(c1)nc(NCCO)n2C	15.3	1.2%	-8.0%	?	7.0	11.2%	15.2%	5.8%	-12.7%
OC1C=CSc2nc3ccccc3n21 (stereo not drawn)	?	6.6%	-6.9%	-1.4%	5.3	-16.8%	-18.0%	-6.6%	-4.7%
Cc1ccc[n+](C2C(c3ccc([N+](=O)[O-])cc3)C(C#N)=C([S-])NC2(O)C2CC2)c1 (stereo not drawn)	0.0	-5.1%	-2.0%	0.3%	0.5	0.1%	3.0%	-3.1%	5.0%
COc1ccc(/C=N/Nc2cc(=O)n(C)c(=O)n2C)cc1OC	43.1	-5.9%	1.2%	24.5%	0.4	-3.8%	-1.6%	0.5%	-0.7%
Cc1cc(C(=O)Nn2cnc3ccccc3c2=O)ccc1[N+](=O)[O-]	15.9	.	.	-2.2%	-2.0	-2.6%	3.4%	13.3%	9.1%[7.66 µM]
CCN1CCN(c2ncc3c(n2)CCN(Cc2ccc(OC)c(OC)c2)C3)CC1	.	.	.	1.7%	-6.9	.	-3.6%	.	-14.9%
Cc1ccc(Nc2cc(C)c(C#N)c3nc4ccccc4n23)cc1Cl	.	.	.	2.5%	-4.0	.	2.4%	.	-7.2%
CC(C)NC(=O)CSc1nc2[nH]ncc2c(=O)[nH]1	5.7	-1.4%	-18.3%	1.8%	1.2	6.0%	-0.3%	3.2%	1.0%
Cc1ccc(C)c(OCCC(=O)OCC(=O)N2CCN(S(=O)(=O)c3ccc(Cl)cc3)CC2)c1	-14.9	?	?	?	1.6	-3.0%	-10.8%	-1.8%	-4.7%
CCCOc1ccc(CNC(=O)c2[nH]c3cc(OC)ccc3c2Sc2ccccc2)cc1	.	.	.	-17.3%	-8.9	.	-1.5%	.	-6.8%
CCC(C(=O)NC1C(=O)N2C(C(=O)O)=C(CSc3nnc(C)s3)CSC12)c1ccccc1 (stereo not drawn)	-8.5	2.0%	-1.5%	25.7%	-2.1	-3.3%	1.7%	-1.5%	3.6%
O=C(Nc1ccc(Cl)cc1)c1ccc2sc([C@@H]3O[C@H](CO)[C@@H](O)[C@H]3O)nc2c1	44.9	.	.	-6.0%	-13.9	?	-25.4%	-9.7%	0.9%
Cc1ccc(NC(=O)COC(=O)c2cccnc2)c(C)c1	1.1	2.4%	-22.1%	4.8%	7.4	2.8%	7.2%	-3.2%	1.5%
NC(=O)C(CCc1nc2ccccc2[nH]1)NS(=O)(=O)c1ccccc1 (stereo not drawn)	-17.6	.	.	13.8%	-8.3	1.0%	-9.4%	-1.2%	6.0%
CCOC(=O)C[C@@H]1OC[C@H](CO)N1S(=O)(=O)c1ccc(C)cc1	-11.9	.	.	-21.0%	2.5	-5.3%	-0.5%	2.7%	16.0%
CCN(CC)C(=O)CSC(Nc1ccc(F)cc1)=C(C#N)C#N	3.2	-0.6%	0.9%	12.2%	0.5	5.6%	12.5%	-2.6%	-3.3%
COc1ccc(Nc2cc(C(=O)NC3CCC(C)CC3)c3ccccc3n2)cc1OC (stereo not drawn)	.	.	.	0.0%	1.1	.	10.0%	.	-2.5%
CC(C(=O)O)n1nnc2ccccc21 (stereo not drawn)	-4.5	-2.9%	-2.8%	-5.1%	-15.2	26.4%	1.2%	?	6.2%
Cc1ccccc1CNc1ccc(C(CC(N)=O)NC(=O)c2ccc(Br)cc2)cc1[N+](=O)[O-] (stereo not drawn)	-21.9	10.3µM*	?	28.7%	-29.7	-3.6%	-1.1%	?	-18.8%
Cc1cc(Br)ccc1SCC(=O)OCC(=O)NC(C)c1ccccc1 (stereo not drawn)	0.0	-0.4%	3.6%	0.0%	3.0	0.0%	4.7%	0.0%	15.4%
Cn1cnc2c1c(=O)n(Cc1ccc(Cl)cc1Cl)c(=O)n2C	-19.6	?	-9.7%	2.8%	-0.4	-18.0%	-2.3%	1.5%	3.7%
COC(=O)c1cnc(Nc2ccc(Cl)cc2)c([N+](=O)[O-])c1	-3.5	4.0%	-138.0%[inhibitor]	3.4%	11.3	13.2%	0.0%	27.1%	9.2%
O=C(Nc1ccc(Cl)cn1)C1C(c2ccccc2)C1(Cl)Cl (stereo not drawn)	-1.0	?	-35.1%[inhibitor]	?	-22.7	?	-18.1%	?	6.5%
